High-throughput results from PubChem BioAssay.
UTI89 phage lysis = inhibition of K1F phage lysis, E. coli UTI89, bacterial capsule biogenesis inhibitors, alamar blue (AID 488966); E. coli UTI89 K1F phage lysis, alamar blue, 2 h; higher % means a stronger effect; inhibition, % at 100 µM; hits with a dose series show IC50 in µM; 0.02% of 340,000 active;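 active means phage lysis inhibition, versus mean bacterial control, above a set limit; inconclusive means no clear call, values can overlap the other calls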;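 further: capsule biogenesis inhibitors block K1F phage lysis so surviving cells raise fluorescence; higher fluorescence means more inhibition of phage lysis; actives were called in the ten point dose series up to 300 µM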
SV40 large T antigen = TAg ATPase/helicase activity blockers – biochemical (AID 1903) | one-dose inhibition, % at 20 µM; IC50 in µM for titrated hits | SV40 large T antigen ATPase/helicase inhibition assay; higher % means a stronger effect | 0.39% of 310,000 active; in the data active means a potency from the dose series; inconclusive means inhibition mostly from about 32% at the one dose, without a potency; inactive means the rest, 99 in 100 with inhibition below about 32%; further: strong numbers were not always called active
West Nile antiviral = inhibition of WNV-induced cytopathic effect – cell-based, CPE readout (AID 1621) | CPE inhibition, % at 10 µM; hits with a dose series show IC50 in µM | West Nile virus-infected cells, CPE inhibition; higher % means a stronger effect | 0.02% of 290,000 active; in the data active means a potency from the dose series; inconclusive means CPE inhibition mostly from about 3.7% at the one dose, without a potency; inactive means the rest, 99 in 100 with CPE inhibition below about 2.2%; further: strong numbers were not always called active
RSV antiviral HEp-2 = inhibition of RSV-induced cytopathic effect – HEp-2 cells, primary 10 µM value included (AID 2391) | HEp-2 cells, RSV-induced CPE inhibition; higher % means a stronger effect | CPE inhibition, % at 10 µM, or IC50 in µM where a hit was titrated | 0.13% of 310,000 active; in the data active means a potency from the dose series; inconclusive means CPE inhibition mostly from about 23% at the one dose, without a potency; inactive means the rest, 99 in 100 with CPE inhibition below about 21%; further: strong numbers were not always called active
Salmonella PhoP GFP = inhibitors of PhoP regulon expression, primary screen, Salmonella Typhimurium, GFP reporter (AID 1863); S. Typhimurium PhoP-regulated promoter GFP reporter, 4 h; higher % means a stronger effect; inhibition, % at 50 µM; hits with a dose series show IC50 in µM; 0.16% of 300,000 active;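 active means inhibition over 29.93%, a cutoff 3 SD above the screen mean, later confirmed by dose response; inconclusive means inhibition over 29.93% but no dose response follow-up; inactive means inhibition at most 29.93% or unconfirmed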;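 further: 0% = low Mg2+ inducing control and 100% = high Mg2+ repressing control; strong numbers were not always called active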
NTR1 ag = agonists of NTR1, primary screen, imaging, U2OS cells, beta-arrestin-GFP, high content (AID 493036). P30989. NTR1-U2OS beta-arrestin-GFP spot imaging, agonist mode. activation, % at 20 µM. 0.17% of 330,000 active;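 active means activation at or above 40% of the spot to cytoplasm intensity ratio, with at least 20 cells analyzed; inconclusive means wells under 20 cells, flagged as cytotoxic or low count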;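 further: 0% = DMSO without peptide and 100% = 100 nM NTR1 peptide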
Target sequence (P30989 whole entry, looked up): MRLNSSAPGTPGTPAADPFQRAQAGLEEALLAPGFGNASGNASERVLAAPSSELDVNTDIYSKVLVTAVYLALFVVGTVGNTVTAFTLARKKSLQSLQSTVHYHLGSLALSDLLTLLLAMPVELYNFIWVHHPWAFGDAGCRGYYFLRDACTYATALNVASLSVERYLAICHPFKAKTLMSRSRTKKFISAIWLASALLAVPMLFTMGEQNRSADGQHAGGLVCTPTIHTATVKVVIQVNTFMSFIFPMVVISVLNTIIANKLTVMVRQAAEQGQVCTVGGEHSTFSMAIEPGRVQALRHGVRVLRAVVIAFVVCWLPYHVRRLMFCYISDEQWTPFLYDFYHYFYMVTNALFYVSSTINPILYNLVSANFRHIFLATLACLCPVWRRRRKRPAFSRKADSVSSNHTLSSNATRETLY
Rac1 GTP hydrolysis = MgcRacGAP GTPase-activating activity inhibitors, confirmation, biochemical, ADP Hunter fluorescence | MgcRacGAP-stimulated Rac1 GTP hydrolysis, ADP Hunter fluorescence; higher % means a stronger effect; GST-tagged Rac1 F28L mutant substrate | AID 624330 | 0.6% of 340,000 active | one-dose inhibition, % at 30 µM; IC50 in µM for titrated hits;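 active means first-screen hits whose inhibition reached a set limit at any dose in the follow-up dose series; inconclusive means inhibition above the set first-screen limit but never retested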;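 further: fluorescence reports GDP produced by GAP-driven GTP hydrolysis; strong numbers were not always called active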
NS5 inhibitors = flavivirus cap methylation enzyme inhibition – biochemical, confirmation dose response, primary screen (AID 588689) | inhibition, % at 25 µM; hits with a dose series show IC50 in µM | 0.3% of 340,000 active | Dengue-2 NS5 methyltransferase capping enzyme assay, biochemical; higher % means a stronger effect; in the data active means a potency from the dose series; inconclusive means inhibition above about 29% without an active follow-up result
T cell HTS = T cell immune modulation candidate | 0.068% of 330,000 active | 2C CD8+ T cell-vesicle binding, flow cytometry; hits give low values | calls only at 7 µM;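 active means response, share of CD8 T cells binding vesicles, and their 90th percentile fluorescence all below set limits, cut at about 80% in these data, passing the limit was not always enough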
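Assay system – 2C mouse CD8+ T cells · Also added – QL9-loaded Drosophila micro-vesicles · Timing – Cell–vesicle co-incubation 1.5 h at 37 °C, staining 20 min on ice · Signal – flow cytometry of vesicle-bound cells · Measure – percent CD8+ FL2 mean versus row control · Controls – Peptide-free naked vesicles (low) and QL9 vesicles with 0.7% DMSO vehicle (high)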
T cell HTS vesicle-bound % = further read-out of T cell HTS, marked with its call; double positive events, %; measured here: CD8+ vesicle-bound cell fraction;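 binding gate set so that unloaded-vesicle control wells show 10% double positive cells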
NTR1 ag cell count 20 µM = second read-out of NTR1 ag, no call of its own (marks repeat the call); cell count; measured here: cell count, cytotoxicity flag
NS5 inhibitors pilot replicate = further read-out of NS5 inhibitors, marked with its call; inhibition, %; measured here: pilot screen replicate inhibition
* hit, by the source's call; i = inactive; ? = inconclusive; / = no result given; & = joins results of further samples; [ ] = remark or other dose. Compounds were not picked by outcome; about 1.5% have a hit in one of these screens.

SMILES	UTI89 phage lysis	SV40 large T antigen	West Nile antiviral	RSV antiviral HEp-2	Salmonella PhoP GFP	NTR1 ag	NTR1 ag cell count 20 µM	Rac1 GTP hydrolysis	NS5 inhibitors	T cell HTS	T cell HTS vesicle-bound %	others
CC1CN(C(=O)CN2C(=O)NC3(CCCCCCC3)C2=O)CC(C)O1 (centres undefined)	4.0%	2.5%	-0.3%	1.7%	10.4%	-1.9	60	2.9%	6.4%	i	14.3
COc1cc(OC)c2c(C)cc(=O)oc2c1	3.6%	-3.2%	0.0%	0.3%	2.2%	3.0	56	1.4%	-5.4%	i	34.8
O=C(NCc1nnc(SCC(=O)N2CCCCC2)o1)c1ccc(F)cc1	-0.1%	3.9%	-0.2%	0.8%	-2.4%	-0.2	48	4.5%	1.9%	i	12.6
c1ccc(CCNc2ncnc3ccccc23)cc1	0.1%	-1.9%	-1.7%	0.2%	-3.9%	0.5	85	16.4%	-6.3%	i	53.2
O=C(CCNS(=O)(=O)c1ccccc1C(F)(F)F)NNC(=O)c1csc(N2CCOCC2)n1	0.7%[50 µM]	9.0%	/	1.9%	2.4%	-0.9	58	12.1%	0.7%	i	21.6
CCC1Sc2ccc(S(=O)(=O)CCC(=O)Nc3ccc(NC(C)=O)cc3)cc2NC1=O (centres undefined)	0.0%	0.3%	0.1%	1.2%	-4.2%	2.3	51	0.8%	2.8%	i	9.5
CCOc1cccc(C(=O)NNC(=O)C2C3C=CC(C3)C2C(=O)O)c1 (centres undefined)	0.2%	12.0%	-0.7%	1.0%	0.7%	0.3	57	5.5%	0.7%	i	16.0
Cc1cc(C)cc(N2C(N)=NC(N)=NC2c2cccc(Cl)c2)c1 (centres undefined)	0.1%	9.5%	0.0%	5.4%	14.8%	-0.4	79	2.3%	-3.6%	i	7.8
Cc1ccc(Cn2nc(C)c(NC(=O)c3cc(C)no3)c2C)cc1	0.7%	3.2%	-0.1%	3.6%	-1.5%	-1.8	89	-0.2%	-2.1%	i	41.6
C=C(C)CN1C(=O)C(O)(CC(=O)c2ccc3c(c2)OCCO3)c2ccccc21 (centres undefined)	-0.7%	2.2%	0.3%	-0.4%	-1.5%	1.6	40	5.0%	5.4%	i	13.2
CCc1noc(C)c1C(=O)N1CCCC(N2CCN(c3ccccc3F)CC2)C1 (centres undefined)	-0.3%	-2.4%	-0.1%	1.8%	-4.4%	-0.4	60	1.9%	1.0%	i	47.0
Cc1ccc(S(=O)(=O)O/N=C2\CCCc3ccccc32)cc1	2.0%	-0.5%	0.5%	0.5%	-9.8%	-1.3	65	7.1%	0.0%	i	60.6
CCn1c(SC)nnc1-c1sc2cc(Cl)ccc2c1Cl	-0.5%	0.1%	-0.7%	9.26µM*	-2.6%	0.9	37	11.7%	-7.8%	i	26.0
CC(C)CCN(C(=O)c1ccc(Br)cc1)c1c(N)n(Cc2ccccc2)c(=O)[nH]c1=O	0.5%[50 µM]	/	/	0.9%	/	1.7	62	7.2%	-9.8%	i	44.2
COc1cccc(OCC(O)CN2CCN(c3ncccn3)CC2)c1 (centres undefined)	3.5%[50 µM]	4.8%	-0.6%	0.1%	-5.6%	6.1	54	7.6%	-1.3%	i	47.6
COc1cc(C(=O)N(C)Cc2cccc(OC)c2OC)ccc1OCC(=O)Nc1cccc(C(F)(F)F)c1	-0.5%[50 µM]	24.9%	/	4.3%	-0.4%	1.8	50	1.9%	-9.5%	i	32.4
CC(C)(C)OC(=O)N1CCC(c2c(C(=O)N3CCN(C(=O)c4ccco4)CC3)cnn2-c2cccc(Cl)c2)CC1	-0.1%	4.2%	-0.7%	2.4%	13.4%	0.0	48	7.4%	-4.9%	i	30.9
CC(=O)c1c(C)[nH]c(C(=O)OCC(=O)c2c(N)n(CC(C)C)c(=O)n(C)c2=O)c1C	0.8%[50 µM]	/	/	0.2%	/	1.8	54	10.4%	0.8%	i	38.0
C[N+]12CCC(CC1)C(OC(=O)C(O)(c1ccccc1)c1ccccc1)C2 (centres undefined)	-0.6%	13.1%&24.8%	0.2%	-0.7%	2.2%&-5.3%	0.4	66	6.0%	-2.9%	i	26.7
CC(C)(C)NC(=O)C(c1ccc(-c2ccccc2)cc1)N(C[C@H]1CC[C@@H]([C@@H]2CC[C@H](CO)O2)O1)C(=O)c1ccc2ccccc2c1 (some centres undefined)	0.2%	/	/	/	/	9.6	44	9.2%	2.3%	/	/	NS5 inhibitors pilot replicate=2.4
CC(=O)Nc1ccc(S(=O)(=O)N(C)CC(=O)OCC(=O)N2CCCCC2)cc1	1.2%[50 µM]	10.3%	/	-1.6%	-7.4%	-1.3	58	0.2%	2.9%	i	48.5
N#Cc1ccc(-c2csc(NNC(=O)c3ccccc3)n2)cc1	-0.5%	4.0%	0.6%	1.1%	2.4%	1.2	63	-6.5%	0.7%	i	16.9
Cc1ccc(S(=O)(=O)n2ccc3c(OCCOCCNCc4ccc(F)cc4)cccc32)cc1	-0.1%	5.2%	-2.2%	-2.4%	0.7%	15.7	90	/	-2.6%	i	56.7
O=Cc1ccc2c(c1)CCN2Cc1ccccc1	2.0%[50 µM]	3.4%	0.1%	14.8%	-2.7%	0.9	87	8.2%	3.3%	i	20.9
CCN1CCN(c2cc(SC(C)C)nc(-c3ccc(OC)cc3)n2)CC1	-0.9%	3.7%	/	/	2.5%	/	/	6.3%	-2.8%	/	/
SMILES	UTI89 phage lysis	SV40 large T antigen	West Nile antiviral	RSV antiviral HEp-2	Salmonella PhoP GFP	NTR1 ag	NTR1 ag cell count 20 µM	Rac1 GTP hydrolysis	NS5 inhibitors	T cell HTS	T cell HTS vesicle-bound %	others
CCCCSc1nc(NCc2ccco2)c2c3c(sc2n1)COC(C)(C)C3	0.2%	0.6%	0.9%	3.9%	-3.8%	7.8	77	5.8%	4.8%	i	46.6
CC(=O)c1ccc(OCC(O)CN2CCN(CCN3C(=O)c4cccc5cccc(c45)C3=O)CC2)cc1 (centres undefined)	1.1%	-0.5%	-1.2%	-1.2%	8.6%	8.9	59	10.4%	-1.5%	i	8.8
COc1ccc2nc(NC(=O)CS(=O)(=O)Cc3ccccc3)sc2c1	-0.1%	7.7%	-0.2%	-0.6%	7.3%	-1.0	46	5.0%	-3.1%	i	28.3
Clc1ccc(C2CSc3c4ncnc-4ncn32)cc1 (centres undefined)	0.0%	3.9%	-0.6%	3.0%	-3.9%	0.9	54	2.3%	-6.9%	i	31.5
NC(=O)CSc1nnc(COc2ccccc2)n1Cc1ccco1	-0.4%	7.3%	-0.8%	4.2%	-0.9%	0.5	61	0.9%	-13.4%	i	11.8
O=C(Nc1ccc(N2CCOCC2)c(S(=O)(=O)Nc2ccccc2Cl)c1)c1ccc(F)cc1	-1.7%	/	/	/	/	6.6	61	2.6%	1.9%	i	43.1
CN(CC(=O)OCC(=O)NCc1ccccc1)S(=O)(=O)c1ccc(F)cc1	1.1%[50 µM]	/	/	/	/	0.7	56	0.2%	5.3%	i	45.1
Cc1cc(NS(=O)(=O)c2ccc(Cl)cc2)nn1CC(=O)NCc1ccco1	0.7%	0.0%	0.9%	0.2%	4.6%	-0.2	67	8.3%	2.7%	i	35.4
O=C(C1CCN(c2ncnc3c2nc2n3CCCCC2)CC1)N1CCCCC1	0.2%	8.8%	?	0.7%	2.2%	1.4	43	8.9%	-9.3%	i	32.4
Cc1nc(C)c(C(=O)N2CCCC(C(=O)c3ccc4ccccc4c3)C2)s1 (centres undefined)	0.6%[50 µM]	5.6%	-1.0%	15.1%	-0.5%	0.6	49	8.4%	5.2%	i	71.8
O=C(Cc1ccccc1)Nc1cccc(C(=O)O)c1O	-2.9%	6.4%	0.9%	0.5%	-2.2%	2.4	28	6.2%	3.0%	i	28.4
CCc1c(C)nn(C(=O)/C(C#N)=C\N(C)C)c1C	0.0%	23.2%	0.6%	1.0%	-3.6%	2.8	45	6.4%	-3.1%	i	13.2
COc1cc(C2Nc3cc(Cl)c(S(N)(=O)=O)cc3S(=O)(=O)N2)cc(OC)c1OC (centres undefined)	-0.1%	10.2%	0.4%	0.1%	3.4%	-0.6	49	14.3%	5.4%	i	49.2
O=C(CNS(=O)(=O)c1ccc([N+](=O)[O-])cc1)N/N=C\c1ccc(O)cc1	0.2%	18.2%	0.1%	-0.1%	15.1%	5.6	73	20.8%	-4.1%	i	35.0
CN1CCCN(C(=O)/C=C/c2ccc(F)cc2)CC1	0.9%	-2.8%	-0.1%	0.2%	-9.9%	-1.4	65	7.3%	1.8%	i	54.1
CCOc1c(Cl)cc(C(=O)NCCN2CCCCC2)cc1Cl	-2.5%	7.5%	-0.1%	-1.7%	24.3%	-1.7	89	1.6%	-4.9%	i	12.5
CCn1c(NCc2ccc(N(C)C)cc2)nc2ccccc21	-0.3%	37.0%	-0.6%	3.9%	1.3%	-1.1	91	3.4%	5.7%	i	19.9
Cc1ccccc1/C(N)=N/OC(=O)N1c2ccccc2Sc2ccccc21	5.3%	49.4%	/	4.5%	-13.6%	4.4	59	?	1.6%	i	47.0
Cc1cc(=O)oc2c(C)c(OC(C)C(=O)NC3CCN(Cc4ccccc4)CC3)ccc12 (centres undefined)	6.1%	11.6%	-0.5%	-1.7%	-8.6%	1.0	63	5.4%	-3.6%	i	23.0
N#CC1=C(N)N(c2ccc(F)cc2)C(=O)C1	0.1%	-1.1%	0.0%	-0.1%	0.8%	-0.5	39	-3.5%	-1.4%	i	22.4
CCN=C(NS(=O)(=O)c1ccc(Br)cc1)c1ccc(Cl)cc1	-0.8%	7.5%	-0.4%	2.1%	3.1%	0.2	55	-1.2%	-12.4%	i	56.7
COC(=O)c1nn(-c2ccccc2)c(=O)cc1Oc1ccc(Cl)cc1	0.2%	0.5%	-0.2%	0.6%	-7.5%	0.4	76	4.3%	-2.6%	i	45.8
COc1ccc(CC(=O)NC2CCN(CC(=O)N3CCCc4ccccc43)CC2)cc1OC	0.0%	6.2%	-0.7%	12.0%	-4.2%	1.3	68	-1.4%	-6.3%	i	32.5
Cc1c(S(=O)(=O)Nc2cc(Cl)ccc2Cl)c(=O)n(C)c(=O)n1C	5.1%	10.2%	0.4%	1.7%	-0.8%	-2.3	63	-1.6%	-3.4%	i	26.9
